Integrin act MD: activates integrin-mediated alleviation for muscular dystrophy | alpha7betagal myoblasts, beta-gal FDG fluorescence, 48 h | Potency, µM (doses to about 38.3 µM), inactives show top-dose activation, actives largely listed as activators | 350,000 compounds, 0.064% hits;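 also: potency is read from the fitted curve at half-maximal effect; 100% = response of the positive control SU9516; nearly all actives have a fitted effect of over 60% in size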
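alpha7betagal+/- myoblasts (passage 13, 250/well) treated 48 h at 37C with compounds at 1:260 dilution of DMSO stock. Lysed, then beta-galactosidase activity read as FDG fluorescence (ex 480/em 540) after 30 min, with pre-read for autofluorescence.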
MLL CXXC-DNA inh: MLL CXXC-DNA interaction inhibition; Potency, µM (series often up to 115 µM), for the others: at the top dose activity change, negative = inhibition, usual class: inhibitors; AID 2662; 290,000 compounds, 0.037% hits; Q03164; MLL-CXXC / FITC-HOXA9 DNA fluorescence polarization; active = well fitted inhibition curve with a large enough effect in the polarisation, with a control signal flat, not every such curve was filed as active; inconclusive = small, poorly fitted or top-dose-only effect, or effect the other way, or a change in a side signal; inactive = no such curve, though single readings can be large or run the other way; the % refers to the polarisation; also: potency is read from the fitted curve at half-maximal effect
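Steps: dispense CXXC domain solution (7 uM) → pin compounds or unlabeled HOX-A9 DNA control → 5 min ambient → add FLSN-HOX-A9 solution (50 nM) → spin → 30 min ambient → fluorescence polarization. Tris pH 7.5/NaCl/DTT/BSA buffer.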
S-ASM inh: human S-ASM enzyme inhibition | P17405 | placental ASM, HMU-PC fluorogenic substrate, 60 min | Potency, µM (highest dose often 57.5 µM), for inactives: top-dose activity change, negative = inhibition, actives largely listed as inhibitors | 340,000 compounds, 0.006% hits | AID 504937; also: potency is read from the fitted curve at half-maximal effect
Target sequence (P17405 47-631 limits assumed): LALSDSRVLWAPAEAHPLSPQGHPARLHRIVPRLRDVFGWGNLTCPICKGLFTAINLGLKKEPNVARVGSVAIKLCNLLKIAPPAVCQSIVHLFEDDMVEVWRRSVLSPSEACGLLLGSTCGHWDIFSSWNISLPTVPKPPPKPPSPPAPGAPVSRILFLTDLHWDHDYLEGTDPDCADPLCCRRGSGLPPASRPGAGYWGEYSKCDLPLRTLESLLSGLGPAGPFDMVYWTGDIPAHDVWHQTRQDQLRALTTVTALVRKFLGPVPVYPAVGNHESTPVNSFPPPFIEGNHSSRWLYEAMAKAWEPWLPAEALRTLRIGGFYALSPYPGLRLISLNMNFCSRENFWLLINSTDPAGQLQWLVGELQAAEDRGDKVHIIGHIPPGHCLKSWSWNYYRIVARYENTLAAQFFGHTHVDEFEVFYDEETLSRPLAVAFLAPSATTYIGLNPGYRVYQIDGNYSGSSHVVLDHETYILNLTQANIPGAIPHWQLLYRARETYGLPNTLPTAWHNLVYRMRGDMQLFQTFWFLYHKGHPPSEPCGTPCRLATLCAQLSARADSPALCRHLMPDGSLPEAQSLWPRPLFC
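Fluorescence read-out (Ex 386 nm, Em 447 nm) after stopping the reaction at pH 10. Enzyme: ASM from human placenta; substrate HMU-PC0, 9 uM final; 60 min, 37 °C. Compound preincubation 10 min, ambient temperature.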
Menin-MLL TR inh: displaces Texas Red mutant MLL peptide from human menin | O00255 | Menin + Texas Red MLL mutant peptide, fluorescence polarization | Potency, µM (doses to about 61.6 µM), for the others: top-dose FP activity change, negative = inhibition, usual class: inhibitors | 270,000 compounds, 0.23% hits; active = well fitted inhibition curve with a large enough effect in the polarisation, with a control signal flat, not every such curve was filed as active; inconclusive = small, poorly fitted or top-dose-only effect, or effect the other way, or a change in a side signal; inactive = no such curve, though single readings can be large or run the other way; the % refers to the polarisation; also: potency is read from the fitted curve at half-maximal effect; % of control where 0% means no effect; many of its hits are not listed in these tables
TCR activator: T cell receptor activation. primary human leukocytes, anti-CD3, IL-2 HTRF, 48 h. Potency, µM (titrated, usually from 9.22 µM), for the others: at the top dose activation of IL-2 secretion, usual class: activators. 330,000 tested, under 10 active; also: % of control where 0% means no effect
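Primary human leukocytes incubated 48 hr with anti-CD3 beads plus compound, without co-stimulation. Secreted IL-2 measured by HTRF (europium cryptate/d2 anti-IL-2 pair, 320 nm excitation, 665 nm emission).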
Mito fusion act: mitochondrial division inhibition or fusion activation; S. cerevisiae fusion-defective mutant growth rescue, CellTiterGlo 48 h; Potency, µM (series often up to 46.1 µM), for the others: at the highest dose growth rescue (activation), usual class: activators; 320,000 compounds, 0.23% hits; AID 485298;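 also: potency is read from the fitted curve at half-maximal effect; % of control where 0% means no effect; nearly all actives have a fitted effect of over 45% in size; temperature-sensitive fusion mutants such as fzo1-1 at 37 °C on non-fermentable ethanol glycerol medium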
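Growth-rescue viability read-out: after 48 h at the non-permissive 37C in glycerol/ethanol YPEG, yeast mitochondrial fusion mutants are measured by CellTiterGlo luminescence; compounds (23 nl pinned per well) restoring growth score as division inhibitors or fusion activators.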
AT treatment: potential ataxia-telangiectasia treatments restoring KAP-1 phosphorylation. 320,000 compounds, 0.19% hits. Potency, µM (top dose mostly 57.5 µM), for the others: top-dose activation, usual class: activators. […] A-T fibroblasts, KAP-1 phosphorylation AlphaLISA; neocarzinostatin DNA damage 30 min before lysis; also: potency is read from the fitted curve at half-maximal effect; % of control where 0% means no effect; nearly all actives have a fitted effect of over 45% in size
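hTERT-immortalized A-T patient fibroblasts ([…]), 500 cells/well in OPTI-MEM, 1% FBS, got compounds for 60 min, then NCS for 30 min at 37C. Lysates were then assayed for phospho-KAP-1 by AlphaLISA (anti-pKAP1 donor, anti-KAP1 acceptor beads), 6 hr at 25C.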
TSG101-PTAP inh: blocks PTAP/TSG101 interaction to inhibit HIV-1 budding | Fluorescence polarization, FITC-PTAP peptide / Tsg101 binding | Potency, µM (series often up to 115 µM), for inactives: at the highest dose activity change, negative = inhibition, hits mostly inhibitors | 340,000 tested, under 10 active | AID 493005; active = well fitted inhibition curve with a large enough effect in the main read-out, with a control signal flat, not every such curve was filed as active; inconclusive = small, poorly fitted or top-dose-only effect, or effect the other way, or a change in a side signal; inactive = no such curve, though single readings can be large or run the other way; also: potency is read from the fitted curve at half-maximal effect; % of control where 0% means no effect
Target sequence (Q99816 whole entry, looked up): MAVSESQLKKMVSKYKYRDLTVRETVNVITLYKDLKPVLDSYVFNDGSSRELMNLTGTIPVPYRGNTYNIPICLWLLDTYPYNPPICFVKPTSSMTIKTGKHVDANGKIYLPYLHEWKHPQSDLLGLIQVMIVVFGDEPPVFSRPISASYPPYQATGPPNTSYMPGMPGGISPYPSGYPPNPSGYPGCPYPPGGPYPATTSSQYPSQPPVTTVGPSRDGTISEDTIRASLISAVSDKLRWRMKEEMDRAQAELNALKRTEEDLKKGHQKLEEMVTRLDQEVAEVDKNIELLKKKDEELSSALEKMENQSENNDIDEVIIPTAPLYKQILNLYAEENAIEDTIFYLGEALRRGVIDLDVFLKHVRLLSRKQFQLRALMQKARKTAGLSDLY
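Steps: Tsg101 binding domain dispensed (10 uM final), compounds pinned in DMSO, FITC-labeled PTAP-motif peptide added (50 nM final); after 20 min binding at room temperature, polarization measured.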
MBNL1 CUG block: inhibitors of human MBNL1 binding to CUG repeat RNA | TR-FRET MBNL1-His/biotin-(CUG)12 binding, 665/545 ratio | Potency, µM (series often up to 57.5 µM), inactives show at the highest dose activity change, negative = inhibition, hits mostly inhibitors | 280,000 compounds, 0.036% hits | AID 2675; active = well fitted inhibition curve with a large enough effect in the signal ratio, with a control signal flat, not every such curve was filed as active; inconclusive = small, poorly fitted or top-dose-only effect, or effect the other way, or a change in a side signal; inactive = no such curve, though single readings can be large or run the other way; the % refers to the signal ratio; also: potency is read from the fitted curve at half-maximal effect; % is scaled to controls: 0 for no effect and ±100 for the full control effect
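His-tagged MBNL1 binding to biotinylated (CUG)12 RNA was measured by TR-FRET using terbium anti-His antibody (0.055 ng/ul final) and streptavidin-XL665 (5 nM final). Compounds were titrated 92 nM to 58 uM; 60 min at room temperature.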
TSHR antagonist: blocks TSH signaling through the human TSH receptor | P16473 | activity change, negative = inhibition, % at 11.5 µM | TSHR-expressing cells, TSH-stimulated cAMP HTRF, 2 h; hits give low values | AID 504810 | 330,000 compounds, 0.2% hits;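 active = activity change below a set negative limit, meaning inhibition stronger than a set level, cut at about -70% in these data; inconclusive = activity change between two set negative limits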; also: % is scaled to controls: 0 for no effect and ±100 for the full control effect
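Cell-based HTRF cAMP assay; TSHR cells + compound, TSH EC80 (4nM final), 2 h, 37 deg C. Lysis with anti-cAMP cryptate and cAMP-d2, 30 min RT, read 665/620 nm.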
* = called active by the depositor; ? = inconclusive; . = no result given; [ ] = another dose, or the depositor's remark. Unless noted, calls follow the shape of the dose curve; as a rule, active = well fitted curve in the direction sought with a large enough effect; inconclusive = small, poorly fitted or top-dose-only effect, or another doubt; inactive = no such curve, though single readings can be large; an effect the other way counts as inactive or inconclusive. Not all compounds are listed; rates above refer to the full screens.

SMILES	Integrin act MD	MLL CXXC-DNA inh	S-ASM inh	Menin-MLL TR inh	TCR activator	Mito fusion act	AT treatment	TSG101-PTAP inh	MBNL1 CUG block	TSHR antagonist
Cc1ccccc1-c1nnc(SCC(=O)NCc2ccc3c(c2)OCO3)n1C	-20%	0%	-2%	-23%	2%	-4%	1%	0%	0%	-1
CC(OC(=O)Cc1coc2ccc3ccccc3c12)C(=O)Nc1ncc(Cl)cc1Cl (stereo not drawn)	-18%	2%	-5%	7%	9%[46.1 µM]	?	1%	-8%	-1%	-19
Nc1cc(N)cc(C(=O)OCC(=O)Nc2cc(S(=O)(=O)N3CCCCC3)ccc2Cl)c1	-2%	0%	6%	0%	5%	-3%	1%	0%	2%	-15
CCOC(=O)C1(CC2CCCCO2)CCN(Cc2nc3ccccc3[nH]2)CC1 (stereo not drawn)	0%	22%	1%	2%	-6%	-4%	-3%	-3%	-3%	0
CN1C(=O)[C@@H]2[C@H](C1=O)[C@@H]1C(=O)Nc3ccccc3C(=O)N1[C@@H]2c1cccc(Br)c1	-14%	.	28%	.	-3%	0%	8%	-4%	.	7
CCC(C)N(C(=O)Cn1nnc2ccccc21)C(C(=O)Nc1ccc(F)cc1)c1cccc(OC)c1 (stereo not drawn)	18%	0%	-19%	1%	1%	2%	7%	-2%	-6%	-5
N#Cc1ccc2c(c1)NC(=O)C1CCCN21 (stereo not drawn)	12%	25%	17%	4%	8%	-1%	1%	-4%	-2%	0
CC12CCC(=O)N1C(C(=O)NNC(=O)c1ccccc1Cl)CS2 (stereo not drawn)	1%	.	-3%	.	-8%	-5%	-4%	-1%	.	-4
CCOc1ccccc1NC(=O)CSc1nnc(CNC(=O)c2ccco2)o1	-5%	3%	1%	.	-4%	-2%	-1%	-6%	-2%	-3
Cc1ccc(S(=O)(=O)N(C)c2ccc(C(=O)N3CCOCC3)cc2)cc1	10%	-15%	0%	3%	3%	-5%	-3%	-1%	-12%	9
CCCCCCSc1ccc([C@@H]2[C@H]3C(=O)N(C)C(=O)[C@H]3[C@]3(C(=O)OC)CCCCN23)cc1	0%	.	-13%	.	-2%	16%	10%	17%	.	-27
c1ccc(C2=Nc3cccnc3C(c3ccccc3)=NN2)cc1	0%	0%	-1%	-5%	0%	-5%	-7%	-6%	8%	4
Cc1ccc(NC(=O)c2ccc3c(c2)OCO3)cc1S(=O)(=O)N1CCOCC1	24%	.	-8%	.	0%	6%	2%	-13%	.	7
C=C(C)c1cccc(C(C)(C)NC(=O)N2CCN(c3ccccc3)CC2)c1	-22%	2%	-1%	.	-2%	3%	12%	-10%	-4%	-11
CCOC(=O)c1c(S(=O)(=O)NCC(=O)Nc2cc(C)ccc2OC)c(C)n(C)c1C	-20%	3%	0%	.	3%	1%	0%	3%	-2%	0
COCCCn1c(=S)[nH]c2sc3c(c2c1=O)CCCC3	40%	1%	1%	12%	1%	?	-2%	1%	12%	-3
CCOc1cc(CNc2ccc(N3CCN(C(C)=O)CC3)cc2)cc(Br)c1OC	-21%	10%	-3%	-2%	4%	1%	-5%	-4%	2%	-2
CC(CCc1ccccc1)NC(=O)CNC(=O)N1CC(=O)Nc2ccccc21 (stereo not drawn)	1%	7%	0%	-14%	1%	-4%	5%	-4%	-9%	21
COC(=O)c1cc(COC(=O)c2nc3nccc(C)n3n2)oc1C	-6%	34%[activator]	2%	2%	6%	-5%	0%	-6%	-5%	-5
COc1ccc(N(CC(=O)Nc2ccc(F)c(Cl)c2)S(=O)(=O)c2c(C)noc2C)cc1	-21%	5%	-15%	24%	-3%	3%	-1%	-6%	-6%	-16
CCN(CC)c1nc2c(c(=O)n(C)c(=O)n2C)n1CCCc1ccccc1	-1%	1%	3%	?	12%	-4%	10%	-7%	-12%	-13
Cc1c(NC(=O)CSc2ccc(Cl)cc2)cccc1-c1nc2cc(Cl)ccc2o1	16%	53%[activator]	3%	7%	0%	-2%	-10%	17%	-18%	6
CC(=O)N1c2ccc(S(=O)(=O)N3CCCC3)cc2CC1C(=O)NC(C)C (stereo not drawn)	19%	3%	-7%	.	2%	0%	7%	1%	-4%	7
CCOC(=O)C(NC(=O)N(C)C)(Nc1sc(C)c(CC)c1C#N)C(F)(F)F (stereo not drawn)	15%	1%	2%	-10%	-1%	-1%	1%	0%	.	16
COc1cccc(CNC(=O)CN(c2ccc(C(C)C)cc2)S(=O)(=O)c2c(C)noc2C)c1	-8%	1%	-6%	.	1%	-1%	?	-9%	2%	-16
COc1cccc(-c2csc3nnc(SCC(=O)NCc4cccs4)n23)c1	0%	6%	-1%	3%	-6%	-4%	6%	-5%	-6%	-4
NC(=O)c1ccc(N2CCOCC2)nc1	-7%	-3%	1%	-9%	13%	-2%	0%	-8%	1%	7
CC(O)C(NS(=O)(=O)c1ccc(Cl)cc1)C(=O)OCC(=O)c1c[nH]c2ccccc12 (stereo not drawn)	1%	29%	-3%	?	-4%	-6%	2%	-2%	-4%	-16
Cc1ccc(C(=O)NNC(=O)c2ccncc2)cc1S(=O)(=O)N1CCCCC1	-1%	.	3%	.	-2%	10%	4%	-1%	.	-9
COc1cccc(NC(=O)CN(C)S(=O)(=O)c2ccc3c(c2)CCC(=O)N3)c1	2%	.	4%	2%	3%	-3%	7%	-5%	4%	3

The closing two entries of the part before lead into the next:
SMILES	Integrin act MD	MLL CXXC-DNA inh	S-ASM inh	Menin-MLL TR inh	TCR activator	Mito fusion act	AT treatment	TSG101-PTAP inh	MBNL1 CUG block	TSHR antagonist
Cc1ccc(C(=O)NNC(=O)c2ccncc2)cc1S(=O)(=O)N1CCCCC1	-1%	.	3%	.	-2%	10%	4%	-1%	.	-9
COc1cccc(NC(=O)CN(C)S(=O)(=O)c2ccc3c(c2)CCC(=O)N3)c1	2%	.	4%	2%	3%	-3%	7%	-5%	4%	3
Cc1ccc(S(=O)(=O)N2CCCCC2CCNC(=O)C(=O)NCCc2ccco2)cc1 (stereo not drawn)	-16%	.	-3%	.	-13%	11%	-2%	-2%	.	-6
COc1ccc(OC)c(NC(=O)c2ccc(CSc3nnc(C)s3)cc2)c1	16%	-9%	0%	-11%	-19%	6%	4%	0%	-15%	-6
O=C(O)/C=C/c1ccc(S(=O)(=O)Nc2ccc3[nH]c(=O)[nH]c3c2)cc1	-11%	-6%	-3%	9%	11%	0%	3%	-6%	?	4
CC(C)CC1NC(=O)N(CC(=O)Nc2cccc(Br)c2)C1=O (stereo not drawn)	-12%	.	3%	.	0%	-3%	-1%	-5%	.	14
Nc1nc2c(-c3ccc(Br)cc3)nnn2c2ccccc12	28%	7%	273%[activator]	25%	0%	9%	12%	-5%	47%[activator]	3
CCN(CC(=O)NCc1ccc(Cl)cc1)C(=O)C1CCN(S(=O)(=O)c2ccc(OC)c(OC)c2)CC1	20%	.	1%	.	-5%	-3%	0%	-1%	.	-2
Cc1csc(/C(=N\O)c2csc(C)n2)n1	-16%	5%	14%	3%	-1%	-2%	-2%	-2%	12%	-10
Cc1cc(C)cc(NC(N)=S)c1	-12%	-6%	5%	15%	-1%[46.1 µM]	-2%	-4%	-10%	-5%	6
O=C(Nc1nc(=S)ss1)c1ccc(Cl)cc1Cl	33%	-21%	3%	0%	-12%	2%	1%	-7%	-3%	-13
COc1ccccc1NC(=O)Cn1nnc(C(=O)NCc2cccs2)c1N	-11%	-3%	6%	2%	1%	7%	6%	4%	1%	25
CC(C)CCn1c(-c2nonc2N)nc2ccccc21	7%	3%	-13%	13%	-5%[46.1 µM]	-1%	?	-2%	-4%	10
O=C(NNc1ccc(Cl)nn1)c1ccc(Cl)cc1	12%	1%	-7%	-2%	0%[46.1 µM]	-10%	-1%	-4%	-18%[11.5 µM]	-5
CCn1c(C)c(C)c2cc(C(=O)N3CCCC3)ccc21	14%	24%	4%	.	-5%	0%	2%	-3%	-2%	-9
c1coc(C2OCC3(CO2)COC(c2ccco2)OC3)c1 (stereo not drawn)	14%	7%	2%	.	6%	-1%	-5%	-3%	2%	-8
Brc1ccccc1C1CC(c2ccccc2)=Nc2ccccc2N1 (stereo not drawn)	-3%	13%	-12%	3%	-1%[46.1 µM]	9%	18%	-3%	7%	41
C=CCOCCN1C(=O)C2C(c3ccccc3)C=CC(c3ccccc3)C2C1=O (stereo not drawn)	-1%	-5%	-2%	12%	-1%	16%	.	-2%	-2%	.
